Assay outcomes: PubChem, The Scripps Research Institute Molecular Screening Center
PAFAH1B3 inh: inhibitors of human PAFAH1B3. inhibition, % at 3.39 µM. Q15102. 0.28% of 340,000 active. recombinant PAFAH1B3, FP-rhodamine probe, fluorescence polarization;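 active = inhibition above the screen-wide average of all tested compounds plus 3 SD, cut at about 25% in these data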;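 note: 0% = enzyme with DMSO only and 100% = wells lacking PAFAH1B3 protein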
LYPLA2 inh: LYPLA2 (human) inhibition in PME1 counter-screen | O95372 | recombinant LYPLA2, FP-Rh probe fluorescence polarization | inhibition, % at 5.9 µM | 0.38% of 320,000 active;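 active = inhibition above the screen-wide mean plus 3 SD, limit set per campaign, cut at about 26% in these data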;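 note: 0% = LYPLA2 with DMSO and 100% = wells lacking LYPLA2 enzyme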
PREPL inhibitor: inhibits the human prolyl oligopeptidase-like enzyme; Q4J6C6; recombinant PREPL, fluorescence polarization activity-based probe; inhibition, % at 5.96 µM; 0.68% of 320,000 active; in the data active = inhibition above about 43%;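 note: 0% = enzyme with DMSO and 100% = wells lacking enzyme; many of its hits are not listed in these tables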
Target sequence (Q4J6C6 whole entry, looked up): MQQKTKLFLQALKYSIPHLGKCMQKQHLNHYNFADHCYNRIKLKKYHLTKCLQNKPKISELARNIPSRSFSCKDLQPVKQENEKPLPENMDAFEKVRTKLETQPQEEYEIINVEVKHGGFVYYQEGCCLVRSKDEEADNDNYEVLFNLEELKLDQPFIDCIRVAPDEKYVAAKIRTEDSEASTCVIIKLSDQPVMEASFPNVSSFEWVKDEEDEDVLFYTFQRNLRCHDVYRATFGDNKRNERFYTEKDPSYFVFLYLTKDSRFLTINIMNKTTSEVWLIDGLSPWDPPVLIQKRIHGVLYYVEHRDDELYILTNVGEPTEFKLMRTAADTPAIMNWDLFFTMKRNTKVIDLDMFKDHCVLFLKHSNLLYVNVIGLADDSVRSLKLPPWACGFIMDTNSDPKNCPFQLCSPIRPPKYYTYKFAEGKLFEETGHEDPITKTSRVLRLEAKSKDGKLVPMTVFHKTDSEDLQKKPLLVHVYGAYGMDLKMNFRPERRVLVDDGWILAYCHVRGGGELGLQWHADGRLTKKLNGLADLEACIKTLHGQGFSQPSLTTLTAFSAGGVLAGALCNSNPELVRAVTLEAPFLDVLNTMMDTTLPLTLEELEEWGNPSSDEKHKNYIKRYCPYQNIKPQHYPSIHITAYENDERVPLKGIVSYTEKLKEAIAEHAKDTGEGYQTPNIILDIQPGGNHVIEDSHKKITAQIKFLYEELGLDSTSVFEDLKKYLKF
PAD4 inh: inhibitors of human PAD4; Q9UM07; recombinant PAD4, RCA probe fluorescence polarization; inhibition, % at 6.36 µM; 0.41% of 330,000 active; AID 485272;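 active = percent inhibition above a cutoff equal to the mean of all tested compounds plus 3 SD, cut at about 15% in these data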;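 note: 0% = PAD4 with RCA probe and DMSO and 100% = probe without PAD4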
ZTA counter: counter-screen for EBNA-1 inhibitors: inhibitors of Epstein-Barr virus ZTA | P03206 | ZTA-DNA binding, fluorescence polarization | inhibition, % at 11 µM | 0.15% of 320,000 active; in the data active = inhibition above about 33%
LYPLA1 counter: LYPLA1 (human) inhibition in PME1 counter-screen | recombinant LYPLA1, FP-Rh probe fluorescence polarization | inhibition, % at 5.9 µM | 0.16% of 320,000 active | AID 2174;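 active = inhibition above the mean of all tested compounds plus 3 SD, set per campaign, cut at about 14% in these data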;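 note: inhibitors block serine hydrolase probe labeling of LYPLA1 so polarization falls; 0% = enzyme with DMSO and 100% = wells lacking LYPLA1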
GSTO1 counter: blocks human GSTO1 in RBBP9 counter-screen. P78417. inhibition, % at 5.96 µM. recombinant GSTO1, activity-based probe fluorescence polarization. 1.1% of 300,000 active;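 active = inhibition above the campaign mean inhibition plus 3 SD, cut at about 35% in these data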;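 note: 0% = GSTO1-1 with DMSO and 100% = wells lacking GSTO1-1 enzyme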
EBNA-1 inhibitor: blocks EBNA-1 binding to DNA; 0.34% of 300,000 active; inhibition, % at 14.8 µM; AID 1950; EBNA-1 DNA binding, fluorescence polarization; in the data active = inhibition above about 28%
PAFAH2 inh: PAFAH2 (human) inhibition; 0.99% of 340,000 active; Q99487; recombinant PAFAH2, FP-rhodamine activity probe, fluorescence polarization; inhibition, % at 3.39 µM;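 active = inhibition above the mean over all tested compounds plus 3 SD, cut at about 30% in these data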;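 note: inhibitors block probe labeling of enzyme so polarization drops; 0% = enzyme with DMSO and 100% = wells lacking PAFAH2 protein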
* marks the source's active call; other numbers are inactive results; nt = not tested or not shown.

SMILES	PAFAH1B3 inh	LYPLA2 inh	PREPL inhibitor	PAD4 inh	ZTA counter	LYPLA1 counter	GSTO1 counter	EBNA-1 inhibitor	PAFAH2 inh
CNC(=O)c1sc(-c2ccccn2)nc1C	2.1	-2.7	2.5	-2.5	5.7	2.8	2.0	-2.5	7.9
NC(N)=Nc1nc(C2COc3ccccc3O2)cs1 (stereo not drawn)	-2.2	7.5	26.0	0.1	-10.6	-4.1	-2.1	1.1	-5.6
O=C(C1CCN(S(=O)(=O)c2ccccc2F)CC1)N1CCc2ccccc21	5.1	0.5	0.7	0.6	2.0	1.3	nt	nt	1.7
Cc1cc(Cl)ccc1OC(C)C(=O)Nc1ccc(S(=O)(=O)N2CCOCC2)cc1 (stereo not drawn)	-5.0	9.8	-5.8	-6.2	-6.2	-7.8	-6.3	6.3	-9.8
COCCN(Cc1ccccc1)C(=O)c1c(C)nn(-c2ccccc2)c1C	12.9	2.7	-1.9	-3.2	21.9	-3.7	3.2	6.7	4.4
Cc1ccc(S(=O)(=O)Nc2c(C)nn(C)c2C)cc1	9.6	6.0	14.9	1.3	0.9	2.9	2.5	15.4	-2.8
COc1ccc(S(=O)(=O)Nc2ccc3c(c2)C(=O)N([C@H](C)CO)C[C@H](C)[C@@H](CN(C)C(=O)Nc2c(C)noc2C)O3)cc1	0.3	nt	9.9	-0.3	nt	nt	nt	nt	-0.5
NNC(=O)c1snnc1-c1ccccc1	-3.6	2.9	-15.6	39.6*	-7.9	-1.3	-0.1	-1.7	6.2
Cn1c(=O)c(C(=O)COc2ccc(C#N)cc2)c(N)n(Cc2ccccc2)c1=O	4.9	-0.9	-3.1	-4.7	3.5	-1.6	6.9	5.3	5.1
O=C(N/N=C/c1ccccn1)c1cc(-c2ccc(Br)s2)[nH]n1	3.0	-13.9	-8.7	-3.1	6.2	-11.6	-0.8	0.7	-8.9
O=C(CCc1ccccc1)Nc1cc(C(=O)O)cc(C(=O)O)c1	4.8	-7.4	2.4	-0.7	10.2	-2.2	-5.2	2.4	-1.3
O=C(O)C1CCN(C(=O)OCc2ccccc2)CC1	6.4	-2.1	-3.9	-4.4	8.1	1.7	2.3	-3.6	-4.2
N/C(=N\OC(=O)c1cc(-c2ccccc2)nc2ccccc12)c1cccnc1	4.2	-4.5	4.1	-5.0	-1.5	-3.9	2.9	5.4	-4.8
CN(C(=O)CCN1C(=O)c2ccccc2C1=O)C1CCCCC1	4.8	-7.2	2.8	5.1	-2.2	-0.2	6.2	12.2	2.5
COc1cccc(C(=O)NCCCN2CCN(CCCNC(=O)c3cccc(OC)c3)CC2)c1	2.4	3.3	-0.1	0.9	17.0	1.4	0.6	2.3	-2.0
Cc1nc2c(C(=O)N3CCN(c4ccccn4)CC3)cnn2c(C)c1Cc1cccc(Cl)c1	3.6	5.3	30.6	0.4	-11.8	2.7	0.4	-3.2	-1.5
COc1cccc(C(=O)NCC(=O)NNc2ncnc(N)c2[N+](=O)[O-])c1	3.3	-2.8	1.8	1.9	12.0	-1.8	9.8	0.4	3.2
COc1cccc(CNC(=O)CN(C)S(=O)(=O)c2ccc3c(c2)CC(C)N3C(C)=O)c1 (stereo not drawn)	1.6	-3.4	7.8	0.5	3.7	0.3	7.2	5.8	15.8
CCOc1ccc(NC(=O)c2sc3nc(N4CCOCC4)c4c(c3c2N)CCCC4)cc1	-3.5	-7.8	1.5	-0.8	5.8	-5.9	2.0	-1.6	2.0
O=c1cc(-c2ccccc2Cl)oc2c(NS(=O)(=O)c3ccccc3C(F)(F)F)ccc(O)c12	22.9	-10.7	8.7	1.5	-7.8	-6.6	0.8	-1.2	2.3
CS(=O)(=O)c1ccc(Cl)c(NC(=O)c2cc(=O)[nH]c3ccc(S(=O)(=O)N4CCOCC4)cc23)c1	0.8	3.3	9.4	-5.5	-20.0	2.7	2.6	-8.1	0.0
COc1cc(/C=C(\C#N)C(=O)Nc2ccc3ccccc3c2)c([N+](=O)[O-])cc1OC	3.4	-4.0	29.8	-6.3	4.2	-9.8	8.0	-0.7	-41.0
CC(C)(C)C(=O)Nc1sc2c(c1C#N)CCN(Cc1ccccc1)C2	-6.8	-4.9	10.8	-1.1	-6.6	-2.8	2.5	-1.9	-2.9
Cn1c(CN2CCCC(C(=O)c3ccc4c(c3)OCO4)C2)nc2ccccc21 (stereo not drawn)	4.9	-4.4	7.2	-1.2	9.9	-7.1	6.1	3.0	-6.8
CCOc1cc(-c2c(C)c(C)nc(N)c2C#N)ccc1O	-1.9	-1.5	-2.6	1.7	-15.2	0.0	-4.0	-4.6	-5.0
COc1ccc(COc2ccccc2C(=O)Nc2ccccn2)cc1[N+](=O)[O-]	-3.4	-0.2	-0.3	-0.5	-12.5	6.2	-9.3	-3.2	-3.3
Cc1ccc2nc(SC(C(=O)c3ccccc3)c3ccccc3)nc(C)c2c1 (stereo not drawn)	4.0	2.9	-0.6	-4.0	-6.8	3.0	-3.6	-17.6	-5.2

For reference, part of the list above:
SMILES	PAFAH1B3 inh	LYPLA2 inh	PREPL inhibitor	PAD4 inh	ZTA counter	LYPLA1 counter	GSTO1 counter	EBNA-1 inhibitor	PAFAH2 inh
COc1cc(/C=C(\C#N)C(=O)Nc2ccc3ccccc3c2)c([N+](=O)[O-])cc1OC	3.4	-4.0	29.8	-6.3	4.2	-9.8	8.0	-0.7	-41.0
CC(C)(C)C(=O)Nc1sc2c(c1C#N)CCN(Cc1ccccc1)C2	-6.8	-4.9	10.8	-1.1	-6.6	-2.8	2.5	-1.9	-2.9
Cn1c(CN2CCCC(C(=O)c3ccc4c(c3)OCO4)C2)nc2ccccc21 (stereo not drawn)	4.9	-4.4	7.2	-1.2	9.9	-7.1	6.1	3.0	-6.8
CCOc1cc(-c2c(C)c(C)nc(N)c2C#N)ccc1O	-1.9	-1.5	-2.6	1.7	-15.2	0.0	-4.0	-4.6	-5.0
COc1ccc(COc2ccccc2C(=O)Nc2ccccn2)cc1[N+](=O)[O-]	-3.4	-0.2	-0.3	-0.5	-12.5	6.2	-9.3	-3.2	-3.3
Cc1ccc2nc(SC(C(=O)c3ccccc3)c3ccccc3)nc(C)c2c1 (stereo not drawn)	4.0	2.9	-0.6	-4.0	-6.8	3.0	-3.6	-17.6	-5.2

This is a subset. The share of hits here may be higher or lower than overall.
